# E coli Lon inh – inhibitors of E. coli Lon protease, primary screen, biochemical, fluorescence polarization | 360,000 tested, 0.42% active | inhibition, % at 7.94 µM | P0A9M0 | AID 602123, 2011 | purified E. coli Lon protease; in the data active = inhibition above about 13%, passing the limit was not always enough;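 also: 0% = enzyme with probe and DMSO and 100% = no enzyme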
# MT1-MMP act inh – blockers of MT1-MMP proenzyme processing, primary screen, HT1080 RFP-PRO-GFP cells, GFP/RFP fluorescence. Matrix metalloproteinase-14 (Homo sapiens), P50281. GFP/RFP ratio fluorescence, overnight; percent of plate control window, DMSO zero. GFP/RFP ratio change, % at 20 µM. 360,000 tested, 0.061% active. AID 651647, 2012;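 active = GFP/RFP ratio change of at least 30% with cell ATP level not reduced by more than half and red fluorescence within 50% of control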; also: strong numbers were not always called active
#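 Read-out: GFP/RFP fluorescence ratio; Test system: RFP-PRO-GFP reporter HT1080 cells; Compound dosing: single-point 20 µM compound, 1% DMSO; Times: overnight compound exposure at 37 °C.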
# bovine MsrA act – bovine MsrA enzyme activators, primary screen, biochemical, absorbance, HTS | 360,000 tested, 0.3% active | purified bovine MsrA, absorbance read-out | AID 602163, 2012 | activation, % at 10.6 µM | Methionine sulfoxide reductase A (Bos taurus); in the data active = activation above about 7.5%;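 also: 0% = vehicle and 100% = reference activator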
# SKN-1 block – suppressors of acrylamide-induced Pgst-4::GFP reporter in worms, primary screen, SKN-1 inhibitor project, whole organism, uHTS, GFP/RFP fluorescence ratio, strain VP596. inhibition, % at 21.8 µM. C. elegans VP596 Pgst-4::GFP/RFP ratio, 24 h. 360,000 tested, 0.49% active;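 active = interference check ratio from 0.5 to 1.5 plus GFP to RFP signal ratio inhibition reaching or exceeding a fixed threshold, cut at about 30% in these data, passing the limit was not always enough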; also: some compounds called inactive have numbers as strong as hits
# FAS-TE inh – FAS thioesterase domain inhibitors, primary screen, biochemical, fluorescence intensity, uHTS; 360,000 tested, 0.67% active; inhibition, % at 15 µM; Fatty acid synthase (Homo sapiens), P49327; recombinant FAS-TE, OMFH fluorogenic substrate, fluorescence endpoint;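 active = compounds whose normalised, plate-corrected inhibition of enzyme fluorescence in the single-dose primary screen is 50% or more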;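 also: 0% = DMSO with enzyme and 100% = substrate without enzyme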
# Rin1-Abl PPI inh – inhibitors of Rin1-Abl protein binding, primary screen, biochemical, TR-FRET. Tyrosine-protein kinase ABL1 (Homo sapiens) + Ras and Rab interactor 1 (Homo sapiens), …. inhibition, % at 7.35 µM. 360,000 tested, 0.4% active; in the data active = inhibition above about 5%, passing the limit was not always enough
# Neddylation inh – inhibitors of cullin neddylation, primary screen, biochemical, TR-FRET, uHTS, NAE and Ubc12; NEDD8-conjugating enzyme Ubc12 (Homo sapiens) + NEDD8-activating enzyme E1 regulatory …; calls only at 25 µM; 360,000 tested, 0.58% active; AID 651699, 2012; in the data active = inhibition above about 36%
# PABP1 MLLE inh – inhibitors of PABP1 MLLE–PAM2 peptide binding, primary screen, biochemical, fluorescence polarization, FITC-PAM2, GST-MLLE | 360,000 tested, 0.36% active | Polyadenylate-binding protein 1 (Homo sapiens), P11940 | inhibition, % at 20 µM | AID 588489, 2011; in the data active = inhibition above about 35%, passing the limit was not always enough;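 also: plate controls were DMSO wells with GST-MLLE for no effect and wells lacking GST-MLLE protein for full effect; some results filed as inactive read as strong as hits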
# Target sequence (P11940 whole entry, looked up): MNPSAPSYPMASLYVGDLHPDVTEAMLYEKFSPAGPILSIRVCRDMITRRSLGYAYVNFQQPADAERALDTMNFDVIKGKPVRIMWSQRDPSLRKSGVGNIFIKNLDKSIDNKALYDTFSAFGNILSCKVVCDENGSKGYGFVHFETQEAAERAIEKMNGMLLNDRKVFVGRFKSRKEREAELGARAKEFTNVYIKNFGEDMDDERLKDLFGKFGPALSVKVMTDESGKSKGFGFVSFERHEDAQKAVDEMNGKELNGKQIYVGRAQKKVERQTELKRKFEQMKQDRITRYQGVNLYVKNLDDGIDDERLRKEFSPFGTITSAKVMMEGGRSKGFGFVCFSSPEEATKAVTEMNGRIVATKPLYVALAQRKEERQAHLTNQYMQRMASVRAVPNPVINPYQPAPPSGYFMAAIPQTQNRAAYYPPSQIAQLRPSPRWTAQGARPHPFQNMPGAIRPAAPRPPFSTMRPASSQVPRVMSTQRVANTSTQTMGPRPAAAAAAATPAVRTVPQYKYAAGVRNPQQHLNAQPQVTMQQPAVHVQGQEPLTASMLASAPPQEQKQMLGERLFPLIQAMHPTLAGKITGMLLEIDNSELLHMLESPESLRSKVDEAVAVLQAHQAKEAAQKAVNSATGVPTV
# CendR NRP1 mod – modulators of CendR peptide binding to NRP-1, primary screen, biochemical, fluorescence polarization, uHTS. 360,000 tested, 0.85% active. AID 602438, 2012. inhibition, % at 25 µM. FAM-RPARPAR peptide binding to NRP-1. Neuropilin-1 (Homo sapiens), O14786;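 active = inhibition or corrected inhibition above about 18%, plus a signal ratio from 0.5 to 1.5, limit read from the data, passing the limit was not always enough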; also: strong numbers were not always called active
# An asterisk follows results filed as active; i = inactive; nt = no result given.
SMILES,E coli Lon inh,MT1-MMP act inh,bovine MsrA act,SKN-1 block,FAS-TE inh,Rin1-Abl PPI inh,Neddylation inh,PABP1 MLLE inh,CendR NRP1 mod
COc1ccc(C(c2c(C)n(C)n(-c3ccccc3)c2=O)c2c(C)n(C)n(-c3ccccc3)c2=O)cc1OC,-15,0,-3,-6,-3,-1,i,-4,-4
Cn1c(=S)[nH]c2sc3c(c2c1=O)CCC(C(C)(C)C)C3 (configuration not stated),3,-2,-2,11,3,-5,i,-1,2
CC(C)c1onc(C(=O)N2C(C)CCCC2C)c1[N+](=O)[O-] (configuration not stated),1,-1,4,9,-9,4,i,-4,0
CC(=NCCc1ccccc1)C1=C(O)CSC1=O,3,0,-14,4,-8,-1,i,6,8
COc1ccc(CCNC(=O)CSCc2ccc(F)cc2)cc1OC,8,-1,-1,-2,-7,-6,i,11,-14
COCc1nc2ccccc2n1Cc1ccccc1Br,-3,3,0,-2,0,3,i,11,5
COC(=O)c1ccccc1NC(=O)Nc1ccc(Cl)cn1,3,1,-1,8,-5,1,i,-10,-14
Cc1cccc(C(=O)O/N=C(\N)Cc2ccc([N+](=O)[O-])cc2)c1,9,3,1,3,22,0,i,6,11
CCOc1ccc(NC(=O)c2ccc3c(c2)S(=O)(=O)N=C2CCCCCN23)cc1,-3,2,-7,-7,-9,1,nt,2,-9
O=C(O)c1cccc(S(=O)(=O)Nc2ccc3oc(=O)sc3c2)c1,1,2,3,11,-5,-2,i,36,6
COc1cc2nc(CN3CCN(S(=O)(=O)c4ccc(Cl)cc4)CC3)[nH]c(=O)c2cc1OC,0,-2,-5,-1,10,0,i,4,14
COc1ccc(/C=N/NC(=O)c2ccc3nc[nH]c3c2)cc1,1,-1,-2,-3,-6,-4,i,-9,3
CCOc1ccc(CCNC(=O)CCNS(=O)(=O)c2ccc3c(c2)CCN3C(C)=O)cc1OCC,-8,3,-1,12,-7,-1,i,5,23
COc1ccc(NC(=O)c2ccc(S(=O)(=O)N(C)C)cc2)cc1,-2,-9,-10,3,-2,5,i,7,-2
Cc1cccc(NS(=O)(=O)c2ccc(C)c(C(=O)NCC(c3cccs3)N3CCOCC3)c2)c1 (configuration not stated),0,1,-2,-2,-4,-2,i,7,-6
O=C(CCCc1c[nH]c2ccccc12)N1CCOCC1,-1,0,-5,32,-7,0,i,-9,-1
C#CCCOC(=O)N1C2=NC(C(=O)OC)=C(C(=O)OC)[C@@H]3N(C)c4ccccc4[C@]23C[C@H]1C(=O)OC,-17,1,1,6,-10,0,i,-13,20
COC(=O)c1cc2occc2n1Cc1nc(-c2ccccc2Cl)oc1C,-13,0,0,-7,18,-3,i,-10,1
CCOC(=O)N1CCC(NC(=O)c2cc(C(=O)Nc3ccc(OC)c(OC)c3)ccc2CO)CC1,4,-4,-1,3,0,-5,i,3,14
O=C(NCCC1CCCCN1S(=O)(=O)c1ccccc1)C(=O)Nc1ccccc1F (configuration not stated),11,5,-10,21,21,4,i,-3,1
CC(=O)C1=C(C)Nc2ncnn2C1c1ccc(O)cc1 (configuration not stated),0,-3,-3,-10,-7,1,i,22,0
NC(=O)C1CN(S(=O)(=O)c2ccc(Cl)cc2F)c2ccccc2O1 (configuration not stated),6,-1,-7,-2,-5,3,i,-5,2
O=C(CSc1ncccn1)N/N=C/c1ccc(OC2CSC2)cc1,1,4,-2,2,-1,-2,i,-3,-5
CC(C)(C)C(=O)NCCCc1nc2ccccc2n1CCCOc1ccc(Cl)cc1,-4,-13,10*,17,16,-3,i,16,4
COc1ccc(N2CCN(C(c3ccc4ncccc4c3)c3nnnn3C(C)(C)C)CC2)cc1 (configuration not stated),0,0,-1,-5,4,-1,i,-23,19
Cn1cnnc1SCC(=O)c1c[nH]c2ccccc12,-6,-1,-3,13,-7,-2,i,-13,-8
COc1cccc(OC)c1OCCN1CCN(C(c2ccccc2)c2ccccc2)CC1,-4,-4,-9,3,7,2,i,-3,8
O=C(Oc1ccc(C(=S)N2CCOCC2)cc1)c1ccccc1F,-10,1,-1,17,0,-1,i,15,2
CCOC(=O)CNC(=O)Cn1cnc2c(nnn2-c2ccc(F)cc2)c1=O,-4,-1,2,-8,-8,-2,i,13,14
Cc1nnc(C)n1/N=C/c1ccc2c(c1)OCCO2,-12,2,1,-10,-7,7,i,-7,5
COc1cc(C(=O)Oc2ccccc2/C=N/NC(=O)c2ccc(C)c(Cl)c2)cc(OC)c1OC,-13,2,3,2,-5,-1,i,-2,-60
O=c1ccc(S(=O)(=O)N2CCCC2)cn1Cc1nc(-c2ccccc2)no1,-3,3,0,11,0,1,i,10,3
CC(C)CC1NC(=O)N(CC(=O)Nc2cc(S(=O)(=O)N3CCOCC3)ccc2Cl)C1=O (configuration not stated),-7,-1,-3,10,-7,0,i,-28,-2
CCCCCCCOc1ccc(OC(=O)c2cccnc2)cc1,3,-4,-10,-2,7,0,i,-1,1
NC(=O)COC(=O)c1ccc(Oc2ccccc2)cc1,5,0,0,8,-4,1,i,-2,-3
Cc1ccc(N2CC(C(=O)Nc3ccc(S(=O)(=O)N4CCCC4)cc3)CC2=O)cc1 (configuration not stated),1,-2,-1,7,1,3,i,6,-2
Cc1c(Cl)cccc1NC(=O)CSc1nncn1-c1cccnc1,8,1,-2,2,0,5,i,2,-3
Cc1ccc(Oc2nnc(-c3cccs3)c3ccccc23)cc1,9,9,-3,9,-4,-2,i,-1,-5
COc1cccc(C(=O)N2CCN(Cc3ccccn3)CC2)c1,-10,1,-2,-4,-4,4,i,2,10
O=C1CNC(=O)N1CC(O)Cn1c2ccccc2c2ccccc21 (configuration not stated),-7,4,-4,0,-5,24*,i,-5,0
CCOC(=O)c1c(C)[nH]c(C(=O)COC(=O)CNS(=O)(=O)c2ccc(C)cc2)c1C,-7,0,0,2,-2,-2,i,-6,-21
Cc1ccc(S(=O)(=O)N2CCC(c3nc4c(nnn4Cc4ccccc4)c(=O)[nH]3)CC2)cc1,-3,2,2,-19,8,0,i,0,2
COc1ccc(OC)c(N(CC(=O)O)S(=O)(=O)c2ccc(OC)c(OC)c2)c1,-1,5,-9,0,-6,3,i,-4,11
Cc1cccc(NC(=O)CN(C)S(=O)(=O)c2cccc3cccnc23)c1,-6,2,-5,-7,1,4,i,-6,-1
COc1ccc(CCn2c(N3CCN(C)CC3)nc3c2c(=O)[nH]c(=O)n3C)cc1,9,-2,-1,17,-3,1,i,-3,4
CCOC(=O)C1=C(CN2CCN(CCC#N)CC2)NC(=O)NC1c1ccc2c(c1)OCO2 (configuration not stated),-2,2,-3,12,-3,-5,i,2,0
C=C(C)C1CC=C(C)/C(=N\NC(=S)Nc2ccc(C)cc2)C1 (configuration not stated),-8,1,0,8,11,-2,i,15,0
CCN(CC)Cc1cc(NC2=NS(=O)(=O)c3ccccc32)ccc1OC(=O)c1ccccc1,-1,4,-3,8,1,-4,i,-6,-2
COc1ccc(/C=C2\SC(=O)N(CC(=O)Nc3cccc(C)c3)C2=O)cc1O,10,-1,-10,3,3,-2,i,0,-4
CNS(=O)(=O)c1cccc(C(=O)OCC(=O)N2CCc3ccccc3C2)c1,-3,-1,-4,-10,-7,1,i,-20,6
Cc1ccc(-c2nnc(N3CCN(S(C)(=O)=O)CC3)c3ccccc23)cc1,-1,4,-1,17,8,-4,i,-8,-9
O=C(Oc1ccc2c3c(c(=O)oc2c1)CCC3)c1ccco1,-15,-8,-2,-13,12,-4,nt,-14,0
O=C(NC1CC1)C1CCN(C(=O)c2ccccc2Cl)CC1,-2,-1,-3,20,-8,1,i,-7,19
Cc1cc(SC(C)C(=O)Nc2ncc(Cl)cc2Cl)nc2ccccc12 (configuration not stated),-2,-12,-12,-18,24,0,i,5,-8
Cc1nc(CS(=O)(=O)c2ccccc2)cc(Sc2ccccc2Cl)n1,-1,-3,-10,-15,-1,1,i,1,7
CCCS(=O)(=O)NC(=O)C1(C)CCN(C(=O)COc2ccc(Cl)cc2Cl)C1 (configuration not stated),-13,3,-2,-5,-3,2,i,-8,3
O=C(Cc1ccccc1)Nc1c(C(=O)N2CCCCCC2)cnn1-c1ccccc1,-6,-2,-6,-7,-3,1,i,-4,1
Cc1cc(C)n2nc(C(=O)OCC(=O)Nc3ccc(Cl)cc3)nc2n1,3,2,6,0,-8,-2,i,6,4
CCC(C)Sc1nnc(Cc2cc(=O)[nH]c(=O)[nH]2)n1-c1ccc(F)cc1 (configuration not stated),3,-9,-4,6,-5,-3,i,13,12
CCc1ccc(NC(=O)CSc2nnc(C)c(=O)n2N)cc1,-2,2,-8,-17,-4,3,i,12,13
# (listing goes on)
SMILES,E coli Lon inh,MT1-MMP act inh,bovine MsrA act,SKN-1 block,FAS-TE inh,Rin1-Abl PPI inh,Neddylation inh,PABP1 MLLE inh,CendR NRP1 mod
CCC(=O)NC(c1ccccc1)c1nc2ccccc2[nH]1 (configuration not stated),1,-3,-3,-20,-2,2,i,-10,9
Cc1cccc(NCC(O)Cn2cnc3c2c(=O)n(C)c(=O)n3C)c1 (configuration not stated),0,-10,0,11,4,-3,i,10,5
CCCCC(=O)Nc1ccc(C(=O)Nc2nnc(COC)s2)cc1,6,7,1,1,-5,1,i,-18,-3
COC(CNC(=O)c1ccc2c(=O)n(Cc3ccc(Cl)cc3)c(=S)[nH]c2c1)OC,-6,4,-3,-1,-7,1,i,-100,5
COc1ccc(C(=O)/C=C/c2cccs2)c(OC(=O)c2cccc([N+](=O)[O-])c2)c1,-2,6,-3,7,23,2,i,3,1
CCOC(=O)Cn1c(=N)n(CCOc2ccc3ccccc3c2)c2ccccc21,2,-7,1,0,-4,2,i,1,0
CC(C)(C)NC(=O)CSc1nnnn1C(C)(C)C,-5,1,1,-1,-3,2,i,8,1
CCn1ncc(/C=C/C(=O)NCc2cn(C)nc2C)c1C,-6,-1,-4,9,-8,-2,i,20,-3
CCCN(C)C[C@H]1Oc2cc(C#Cc3ccc(F)cc3)ccc2S(=O)(=O)N([C@H](C)CO)C[C@@H]1C,2,0,-10,-1,9,-2,i,-5,-5
NS(=O)(=O)c1ccc(NC(=O)COc2cccc3ccccc23)cc1,-6,-3,-4,-7,0,2,i,-3,21
CCOc1ccccc1Nc1cc(C)c2cccc(C)c2n1,-1,1,-6,-3,32,0,nt,6,-11
O=C(Cn1cc(COc2ccc(Cl)c(Cl)c2)nn1)NS(=O)(=O)c1ccccc1C(F)(F)F,-3,-2,-1,8,1,0,i,-7,-13

# Random excerpt: three compounds from above
SMILES,E coli Lon inh,MT1-MMP act inh,bovine MsrA act,SKN-1 block,FAS-TE inh,Rin1-Abl PPI inh,Neddylation inh,PABP1 MLLE inh,CendR NRP1 mod
NC(=O)C1CN(S(=O)(=O)c2ccc(Cl)cc2F)c2ccccc2O1 (configuration not stated),6,-1,-7,-2,-5,3,i,-5,2
CC(C)(C)NC(=O)CSc1nnnn1C(C)(C)C,-5,1,1,-1,-3,2,i,8,1
Cc1ccc(Oc2nnc(-c3cccs3)c3ccccc23)cc1,9,9,-3,9,-4,-2,i,-1,-5
